# From PubChem
# IDE act: boosts human insulin-degrading enzyme activity in HEK cells; P14735; AID 493087; actives 0.073% (n = 340,000); FAbeta-B cleavage, fluorescence polarization; 0% vehicle, 100% cell-free pure enzyme wells; activation, % at 5.96 µM;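 active means activation above the mean of all tested compounds plus 3 SD, set per screening campaign, cut at about 17% in these data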
# Target sequence (P14735 whole entry, looked up): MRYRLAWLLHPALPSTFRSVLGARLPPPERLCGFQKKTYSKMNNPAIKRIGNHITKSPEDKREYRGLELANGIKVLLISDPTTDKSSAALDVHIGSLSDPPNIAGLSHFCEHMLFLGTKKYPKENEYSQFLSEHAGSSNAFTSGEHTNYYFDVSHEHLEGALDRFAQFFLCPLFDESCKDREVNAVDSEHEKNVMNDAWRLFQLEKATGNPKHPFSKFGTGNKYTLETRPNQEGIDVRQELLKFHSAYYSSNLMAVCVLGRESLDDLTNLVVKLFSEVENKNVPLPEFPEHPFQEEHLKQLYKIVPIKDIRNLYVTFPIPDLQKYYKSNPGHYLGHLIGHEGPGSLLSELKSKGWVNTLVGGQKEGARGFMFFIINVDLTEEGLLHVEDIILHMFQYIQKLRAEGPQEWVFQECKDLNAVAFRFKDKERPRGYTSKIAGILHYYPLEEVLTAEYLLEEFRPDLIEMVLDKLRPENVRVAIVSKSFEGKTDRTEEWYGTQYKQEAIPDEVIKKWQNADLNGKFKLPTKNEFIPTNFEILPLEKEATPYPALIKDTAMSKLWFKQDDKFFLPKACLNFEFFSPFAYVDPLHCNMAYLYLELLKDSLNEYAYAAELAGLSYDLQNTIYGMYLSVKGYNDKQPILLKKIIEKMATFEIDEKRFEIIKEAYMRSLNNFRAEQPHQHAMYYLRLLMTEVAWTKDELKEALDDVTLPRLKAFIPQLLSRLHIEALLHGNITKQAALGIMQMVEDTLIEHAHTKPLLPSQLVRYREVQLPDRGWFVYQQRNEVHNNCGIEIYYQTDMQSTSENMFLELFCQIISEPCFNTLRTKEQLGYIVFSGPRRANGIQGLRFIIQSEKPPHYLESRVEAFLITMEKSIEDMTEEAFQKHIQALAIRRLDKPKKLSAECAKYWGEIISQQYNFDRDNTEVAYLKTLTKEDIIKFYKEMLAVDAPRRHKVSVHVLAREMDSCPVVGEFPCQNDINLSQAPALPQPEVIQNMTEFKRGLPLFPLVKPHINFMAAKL
# IDE cell inh: inhibits human insulin-degrading enzyme in HEK cells | P14735 | FAbetaB cleavage, fluorescence polarization | inhibition, % at 5.59 µM | actives 0.41% (n = 320,000) | AID 434962;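 active means percent inhibition above the average of all tested compounds plus 3 SD, set per screening campaign, cut at about 16% in these data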;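 further: IDE supplied by intact live HEK cells; FP after avidin binding of uncleaved biotin substrate so inhibition keeps polarization high; 0% = DMSO wells and 100% = 60 µM reference IDE inhibitor Ii1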
# MEKK3 PB1 HTS: raises or lowers MEK5 binding to the human MEKK3 PB1 domain; actives 1.4% (n = 290,000); bead-based flow cytometry, Alexa488-MEK5 binding to MEKK3; actives lie on both sides; 0 = blocked by unlabeled MEK5, 100 = vehicle; binding response (% of control), % at 10 µM; Q99759;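 active means binding response more than 3 SD above or below the average of its plate-row segment, actives on both sides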;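 further: Alexa488 bead fluorescence after subtracting the streptavidin-only scavenger bead signal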
# CRFR2-BP antag: CRF-BP/CRF-R2 complex antagonism. HEK293 CRF-R2/CRF-BP, CRF-induced calcium fluorescence. inhibition, % at 11.8 µM. actives 0.59% (n = 350,000);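 active means inhibition of the ligand-induced calcium signal above about 50% at the single tested concentration, limit read from the data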
# CRFR2-BP ag: agonists of human CRF-binding protein/CRF-R2 receptor complex; HEK293 CRF-R2/CRF-BP, calcium dye fluorescence (FLIPR); percent of saturating CRF peptide response; activation, % at 13.2 µM; actives 0.46% (n = 350,000); AID 588473;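 active means activation of at least 50%, plus an integration ratio under a set limit after plate pattern correction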;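 further: plate controls were neutral control wells without compound for no effect and CRF at EC100 for full effect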
# M4 PAM: potentiates acetylcholine response at human M4 receptor. CHO-K1 hM4/Gqi5, Fluo-8 calcium fluorescence, ACh EC20; 0% = ACh EC20, 100% = maximal ACh. activation, % at 3 µM. actives 0.4% (n = 360,000);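 active means activation above its plate's cutoff, the mean activation of sample wells plus 3 SD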; further: some results filed as inactive read as strong as hits
# pCIP destab: p/CIP protein destabilization; F442A p/CIP-EGFP cells, EGFP fluorescence, 16 h; decrease of EGFP signal, % at 10 µM; actives 0.01% (n = 290,000);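 active means EGFP signal decrease of at least 30% at 10 µM or well 3 SD below plate mean, unless failing retest; inactive means the rest, including hits failing retest or dose response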; further: some compounds called inactive have numbers as strong as hits; many of its hits are not listed in these tables
# GalR3 antag: antagonists of human GalR3. O60755. HEK293 GalR3-CNG cAMP membrane potential fluorescence; galR3 body fused to GalR1 C-terminus. inhibition, % at 3 µM. actives 0.44% (n = 360,000);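 active means inhibition above the screen-wide average plus 3 SD, cut at about 13% in these data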;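 further: forskolin and galanin both at EC90 stimulate the cells; cAMP rise reported by CNG channel membrane potential dye signal; 0% = forskolin plus galanin with DMSO and 100% = forskolin alone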
# PHOSPHO1 inh: inhibitors of human PHOSPHO1 phosphatase | Q8TCT1 | AID 1565 | actives 1.1% (n = 290,000) | inhibition, % at 13.3 µM | recombinant PHOSPHO1, absorbance phosphatase assay; in the data active means inhibition above about 60%
# * marks the source's active call; other numbers are inactive results; nt = no result given; & = joins results of further samples. Rows are unselected; overall some 4.2% were active at least once.
# Order of results – CRFR2-BP ag	GalR3 antag	CRFR2-BP antag	M4 PAM	MEKK3 PB1 HTS	IDE cell inh	pCIP destab	IDE act	PHOSPHO1 inh
> Cn1cc(Cl)c(-c2nc3ccccc3[nH]2)n1
→ 0.1	-1	-8	7	105	7	-4	-4	9
> Cc1ccc(S(=O)(=O)N2CCOCC2)cc1C(=O)OCC(=O)NC1CC1
→ 1.9	-5	1	3	nt	-3	nt	2	nt
> COc1ccc(S(=O)(=O)N2CCN(CC(=O)NC(Cc3ccccc3)C(C)=O)CC2)cc1 (configuration not stated)
→ 0.1	-5	2	-3	nt	3	nt	1	nt
> COc1ccc(C)cc1NC(=O)COC(=O)c1ccc(OCc2ccc(Cl)cc2Cl)c(OC)c1
→ 2.7	-2	35	0	93	-6	-4	3	3
> CCn1c(NC)cc(=O)n(C)c1=O
→ -1.7	-2	5	-3	110	3	-10	5	8
> NC(=S)N/N=C/c1cc([N+](=O)[O-])ccc1Cl
→ -0.5	-1	-4	2	111	-3	9	2	12
> O=C(CNc1ccc2ccccc2c1)N/N=C/c1ccccn1
→ -0.4	-6	-6	-1	99	4	-7	nt	41
> CN(C)c1ccc(S(=O)(=O)N2CCCCC2)cc1NC(=O)CN1C(=O)NC2(CCCC2)C1=O
→ -1.4	-1	23	10	nt	9	nt	1	nt
> Cc1cc(NC(=O)CC(C)(C)C)nc2c1c(=O)oc1ccccc12
→ -0.3	-3	-30	1	99&103	5	9	-2	-13
> O=C(NCc1ccc(F)cc1)C(=O)NCC(c1ccco1)N1CCOCC1 (configuration not stated)
→ -0.7	-7	8	-9	102	3	-7	1	11
> O=C(NC1CCCc2ccccc21)c1n[nH]c(=O)c2ccccc12 (configuration not stated)
→ -2.5	5	8	-4	108	6	4	8	20
> Nc1scn[n+]1Cc1cccc2cccnc12
→ -1.3	-6	0	7	112	6	-4	3	44
> CCOC(=O)c1ccc(Cl)c(S(=O)(=O)N2CCCC2)c1
→ -2.8	-3	6	6	105	1	-12	3	56
> COc1ccccc1NC(=O)CCC(=O)N/N=C(/C)c1ccc(C)cc1
→ -1.6	5	14	0	110	3	2	-1	-3
> Cc1nc2c(-c3ccc(Cl)cc3)cnn2c2c1CCC2
→ -2.6	-5	-4	6	101	2	-1	2	33
> O=C(CC1C(=O)NCCN1C(=O)Nc1ccccc1)Nc1cc(Cl)ccc1Cl (configuration not stated)
→ -0.8	-6	-10	1	116	9	-10	4	41
> CCC(=S)/C=C1\Sc2ccc3ccccc3c2N1CCCS(=O)(=O)O
→ nt	nt	nt	nt	109	9	-10	nt	-18
> CCCCn1c(N)c(N(CC)C(=O)c2cccc(F)c2)c(=O)[nH]c1=O
→ -0.1	0	4	1	102	-4	-3	3	14
> COc1ccccc1C(=O)NNC(=O)C12CC3CC(CC(C3)C1)C2
→ -0.5	3	-11	-2	99	10	-8	3	-10
> CC(c1ccccc1)N1CC(C(=O)N2CCCC(C(N)=O)C2)CC1=O (configuration not stated)
→ -1.4	-2	3	0	nt	-1	nt	1	nt
> CCSc1oc(-c2ccco2)nc1S(=O)(=O)c1ccccc1
→ 0.2	-16	-10	19	114	0	6	-7	-14
> O=C(OCC(=O)N1CCCCCC1)c1ccc([N+](=O)[O-])cc1Cl
→ 0.7	-4	-1	12	101	-1	-3	5	24
> CCCCCNC(=O)C1CC=CCC1C(=O)O (configuration not stated)
→ 8.2	-1	-18	7	107	-1	-10	1	-7
> COc1cccc2[nH]c3c(N4CCc5ccccc5C4)ncnc3c12
→ -6.3	nt	-6	nt	103	2	-12	nt	24
> Cc1ccccc1-n1c(N)cc(=O)[nH]c1=S
→ 0.9	-9	8	13	100	0	2	2	-44
> Cc1ccccc1N(C(=O)c1ccco1)C(C(=O)NC1CCCC1)c1cccnc1 (configuration not stated)
→ -2.7	-9	-1	1	103	3	7	-3	32
> CCOC(=O)CSc1ncc(OC)c(Sc2ccc(Cl)cc2)n1
→ 8.4	-6	3	7	107	10	-9	6	0
> Cc1cc(N)n(-c2cc(C)c3ccccc3n2)n1
→ 1.2	-2	-10	-2	94	6	-4	1	48
> CC1CCCCN1Cc1nc2ccccc2c(=O)[nH]1 (configuration not stated)
→ -0.3	2	11	4	104	1	-12	7	0
> C/C(=N\Nc1cc(C(F)(F)F)ccc1Cl)c1ccccc1O
→ -0.9	-2	-4	-2	95	-5	-8	8	1
> COc1ccc(OC)c(N(CC(N)=O)S(=O)(=O)c2ccc(OC)c(OC)c2)c1
→ 2.1	-6	7	0	78	-4	10	-5	2
> O=[N+]([O-])c1ccc(N/N=C/c2cccc(O)c2)cc1
→ 2.3	-13	-5	-10	102	-2	4	-4	-20
> Cc1ccc(NC(=O)CCS(=O)(=O)c2ccc(Br)s2)cc1
→ -0.7	-2	-9	4	106	3	-7	-4	28
> CCC(C)c1nc2ccsc2c(N2CCOC2=O)c1-c1ccccc1 (configuration not stated)
→ -5.7	-6	0	-5	106	6	nt	-6	nt
> CCC1(C)C(Nc2c(C)cccc2C)=NC(=S)N1c1ccc(NC(C)=O)cc1 (configuration not stated)
→ 0.4	-3	1	6	106	-4	-2	7	-4
> COc1cccc(NC(=O)N2CCCC2C(=O)NCc2ccco2)c1 (configuration not stated)
→ 0.6	-12	-4	3	96	-8	3	2	46
> Cc1ccc(-c2nc3ncccn3c2NC(=O)C2CC2)cc1
→ -0.5	-1	16	10	102	1	3	8	26
> CCOc1ccccc1C=NNC(=O)CCCCC(=O)NN=Cc1ccccc1OCC
→ 2.9	-6	-25	7	nt	nt	nt	-2	nt
> CCCCOc1c(Cl)cc(CNC(C)(C)CO)cc1OCC
→ -0.5	-8	-21	-6	105	-1	9	1	2
> CCC(=O)Nc1nc2ccc(NC(=O)c3cc(OC)c(OC)c(OC)c3)cc2s1
→ -1.1	-2	-2	-3	102	-1	0	3	-25
> O=C(O)c1ccc2c(c1)C(=O)N(c1ccc(Nc3ccccc3)cc1)C2=O
→ -1.2	-9	14	3	105	nt	-13	-2	nt
> c1ccc2c(c1)oc1c(NCC3CCCO3)ncnc12 (configuration not stated)
→ 0.3	-3	-7	6	100	2	9	-3	13
> CN1C(=O)CSc2ccc(NC(=O)N3CCC(N4CCCCC4)CC3)cc21
→ 0.4	-6	-3	0	102	0	-2	3	16
> CC(c1nnc(SCC(=O)N2CCc3ccccc32)n1-c1ccc(Cl)cc1)N(C)C (configuration not stated)
→ -0.4	2	-10	1	93	6	-1	0	18
> CCOC(=O)c1nnn2c1nc(Nc1cccc(C(F)(F)F)c1)c1ccccc12
→ 0.9	2	-19	2	90	-12	-9	nt	18
> CCNC(=S)N1CCC(C(=O)c2ccc(Cl)cc2)CC1
→ 1.1	-3	-25	3	106	6	2	-5	nt
> CCNC(=S)N/N=C/c1cccs1
→ -0.9	-2	-7	8	106	-1	-7	-2	26
> Cc1c(Cl)cccc1NC(=S)NC(=O)c1ccccc1
→ -1.0	-7	-33	4	nt	nt	nt	nt	nt
> COc1ccc(-c2nnn(CC(=O)N(CCN3CCOCC3)C(C(=O)NC3CCCCC3)c3ccco3)n2)cc1 (configuration not stated)
→ -1.0	-5	0	7	99	0	-3	2	49
> O=[N+]([O-])c1cc([N+](=O)[O-])c(N2CCOCC2)cc1NCc1ccccc1
→ 0.5	-7	35	-2	96	1	-20	3	4
> CCS(=O)(=O)N1Cc2ccccc2CC1C(=O)N(C)CC(=O)Nc1ccc(F)c(F)c1F (configuration not stated)
→ -0.3	-1	19	12	nt	2	nt	8	nt
> CCOC(=O)C(C)Sc1nc(=O)n2cccc(C)c2n1 (configuration not stated)
→ -0.2	-1	12	2	94	4	-2	6	-20
> O=P(c1ccccc1)(c1ccccc1)c1nc(-c2ccccc2)oc1N1CCOCC1
→ -2.1	-6	-11	-10	106	1	-2	5	41
> CC(C)NS(=O)(=O)c1ccc(CCC(=O)Nc2cc(Cl)ccc2Oc2ccccc2)cc1
→ 0.5	nt	12	-15	104	-2	1	1	23
> O=C(CSc1nc2sccc2c(=O)[nH]1)N1CCN(c2ccccc2)CC1
→ -0.2	-2	27	4	99	-2	0	-1	28
> CC(=O)Nc1cc(ON=C(C)C)cc([N+](=O)[O-])c1
→ -3.0	-5	25	7	97	3	-10	0	6
> COc1ccc(Cl)cc1-c1nc(SCC(=O)N(C)CCC#N)n[nH]1
→ -0.4	-5	5	2	91	4	2	6	27
> Cn1c(=O)oc2cc(S(=O)(=O)N3CCCC(C(=O)NCC4COc5ccccc5O4)C3)ccc21 (configuration not stated)
→ -0.7	-3	-4	-1	nt	-1	6	6	6
> O=C(NCc1ccco1)c1cc(S(=O)(=O)N2CCCc3ccccc32)ccc1Cl
→ -0.3	-3	20	4	101	2	-17	3	-7
> CCOc1ccc(C2CC(c3cccc(C)c3)n3nc(N)nc3N2)cc1 (configuration not stated)
→ 1.8	1	-18	8	104	2	-16	2	-9

# Next entries.
# Order of results – CRFR2-BP ag	GalR3 antag	CRFR2-BP antag	M4 PAM	MEKK3 PB1 HTS	IDE cell inh	pCIP destab	IDE act	PHOSPHO1 inh
> CCOc1ccccc1C1C2CCCCC2(O)CCN1C(=O)c1cccs1 (configuration not stated)
→ 4.2	-5	-50	-3	100	10	-20	5	6
> N#Cc1cccc(S(=O)(=O)Nc2c(NC3CCCCC3)c3ccccc3oc2=O)c1
→ -0.4	nt	-17	-7	102	6	-2	7	10
> O=C(Nc1ccc(N2CCCC2)cc1)c1ccc2ccccc2c1
→ 0.4	0	17	-2	95	7	-7	5	-20
> COC(=O)c1c(C(=O)OC)c2c(-c3ccccc3)cc3cccc1n32
→ 1.0	-5	7	-5	nt	nt	nt	nt	nt
> O=C(CSc1ncnc2c1oc1ccccc12)N1CCN(c2ccccc2)CC1
→ -1.6	-5	7	17	98	1	nt	-1	nt
> CN(C)N1C(N)=C(C#N)C(c2ccc(F)cc2)C2=C1CCCC2=O (configuration not stated)
→ 0.5	-12	5	3	100	-2	-2	3	33
> COc1ccc(S(=O)(=O)N(C)c2ccc(C(=O)N3CCCC3)cc2)cc1
→ -0.8	-4	-8	4	86	5	-18	1	48
> Cc1cc(C(=O)CSCCCn2c(=O)[nH]c3ccccc32)c(C)n1C
→ 0.8	-2	1	-3	97	1	-10	1	0
> Cc1sc(NC(=O)c2cccs2)c(C(N)=O)c1C
→ -1.3	-6	2	18*	93	3	-9	1	47
> Nc1ncnc(Nc2ccc(F)c(Cl)c2)n1
→ -2.1	5	-8	12*	104	1	-7	2	42
> C[C@H](CO)N1C[C@H](C)[C@@H](CN(C)C(=O)c2ccc3ccn(C)c3c2)OCc2cnnn2CCCC1=O
→ -1.0	-4	1	2	nt	nt	nt	nt	nt
> CN1CCNC(=O)C1CC(=O)O (configuration not stated)
→ 3.5	-3	3	-1	106	2	10	2	2
> CC(C)c1ccc(NC(=O)COc2ccc(F)cc2C(=O)c2cnn(-c3ccccc3)c2)cc1
→ -2.5	-3	-44	17	99	4	-9	-2	0
> COc1cc2[nH]ccc(=O)c2cc1OC
→ 0.0	-7	-4	7	106	4	4	-1	6
> CCCCCCCC1=NN(c2ccc(S(=O)(=O)O)cc2)C(=O)C1N=O (configuration not stated)
→ -0.3	-6	22	-1	nt	nt	nt	nt	nt
> CC1CCN(S(=O)(=O)c2ccc3c(ccn3CCC(=O)N3CCCCC3)c2)CC1
→ 0.4	5	-8	1	101	5	6	6	29
> COc1cc(C(=O)NCCNC(=O)c2cc(OC)c(C)c(OC)c2)cc(OC)c1C
→ -0.3	-3	7	-6	104	3	-5	-3	28
